# High-throughput results: PubChem BioAssay, Sanford-Burnham Center for Chemical Genomics
# APJ antagonist – blocks the human apelin receptor APJ; CHO-K1 APJ beta-arrestin complementation, luminescence; actives 0.32% (n = 330,000); inhibition, % at 20 µM; AID 2521;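 active = inhibition above about 40% at 20 µM, limit read from the data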;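 also: cells challenged with 10 nM apelin-13 agonist together with compound; plate controls were apelin-13 plus DMSO wells for no effect and DMSO wells lacking apelin-13 for full effect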
# Target sequence (P35414 whole entry, looked up): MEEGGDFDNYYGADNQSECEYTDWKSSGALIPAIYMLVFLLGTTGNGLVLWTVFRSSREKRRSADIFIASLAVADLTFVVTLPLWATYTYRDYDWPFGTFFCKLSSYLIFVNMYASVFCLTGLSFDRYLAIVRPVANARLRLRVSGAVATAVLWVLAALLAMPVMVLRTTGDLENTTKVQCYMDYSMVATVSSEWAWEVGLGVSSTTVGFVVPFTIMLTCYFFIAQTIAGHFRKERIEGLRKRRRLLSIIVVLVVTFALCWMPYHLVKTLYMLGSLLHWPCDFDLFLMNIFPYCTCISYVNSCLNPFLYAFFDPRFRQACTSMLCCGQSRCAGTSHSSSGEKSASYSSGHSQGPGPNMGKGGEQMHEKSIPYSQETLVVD
# CCR6 antagonist – antagonists of human CCR6 receptor. P51684. inhibition, % at 20 µM. actives 0.49% (n = 340,000). CHO-K1 CCR6 PathHunter beta-arrestin, luminescence, CCL20-stimulated;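 active = compounds whose inhibition of the agonist-driven luminescence signal at 20 µM reaches about 50%, limit read from the data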;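 also: cells stimulated with CCL20 at 14 nM final; plate controls were DMSO with CCL20 for no effect and DMSO without agonist for full effect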
# APJ agonist – APJ receptor agonism. CHO-K1 APJ PathHunter beta-arrestin, luminescence; 0% DMSO wells, 100% apelin. activation, % at 20 µM. actives 0.11% (n = 330,000). AID 2520;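 active = activation more than six SD over the plate average, tested at 20 µM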;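 also: 0% = DMSO alone and 100% = apelin-13 at 10 nM; some results filed as inactive read as strong as hits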
#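 Assay system – PathHunter CHO-K1 APJ (AGTRL-1) beta-arrestin reporter cells · Compound – one dose, 20 µM compound, 1% DMSO · Timing – compound 90 min 25 °C, reagent 1 h · Measured by – luminescence from split beta-galactosidase complementation, Galacton Star/Emerald II substrate · Measure – beta-arrestin recruitment to APJ as agonist activity, luminescent signal · Benchmarks – DMSO vs Apelin-13 10 nM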
# EBI2 antag – blocks human EBI2 receptor beta-arrestin signaling | P32249 | EBI2 beta-arrestin recruitment, luminescence, 7a,25-OHC stimulated | inhibition, % at 5 µM | actives 0.81% (n = 360,000) | AID 651636; in the data active = inhibition above about 38%;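 also: enzyme fragment complementation signal reports receptor beta-arrestin coupling in cells; 0% = agonist plus DMSO wells and 100% = wells without agonist; some results beyond the cut were filed as inactive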
# Target sequence (P32249 whole entry, looked up, the tested form may be a part): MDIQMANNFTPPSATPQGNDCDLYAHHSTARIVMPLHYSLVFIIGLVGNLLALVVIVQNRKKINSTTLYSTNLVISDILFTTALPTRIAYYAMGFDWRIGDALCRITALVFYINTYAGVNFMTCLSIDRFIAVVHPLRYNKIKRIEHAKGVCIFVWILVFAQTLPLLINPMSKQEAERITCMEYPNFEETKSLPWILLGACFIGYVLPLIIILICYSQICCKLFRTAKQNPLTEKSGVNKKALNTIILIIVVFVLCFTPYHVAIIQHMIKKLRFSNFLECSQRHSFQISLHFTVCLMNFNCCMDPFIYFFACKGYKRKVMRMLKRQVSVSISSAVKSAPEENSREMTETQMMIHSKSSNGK
# Gli-Sufu block – antagonists of Gli-Sufu signaling. Sufu-KO-LIGHT fibroblasts, Gli luciferase reporter luminescence. inhibition, % at 5 µM. actives 0.74% (n = 340,000). AID 588413;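 active = inhibition above about 55%, limit read from the data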;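 also: 0% = DMSO-treated cells and 100% = wells with medium but no cells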
# ATG4B inhibitor – inhibitors of human ATG4B cysteine protease. Q9Y4P1. ATG4B cleavage of LC3-PLA2, NBD-HPC fluorescence, 1 h. inhibition, % at 8.33 µM. actives 0.51% (n = 340,000); in the data active = inhibition above about 40%
# CXCR6 block – blocks human CXCR6 beta-arrestin recruitment; CHO-K1 PathHunter CXCR6 beta-arrestin, luminescence; inhibition, % at 20 µM; actives 0.36% (n = 360,000); AID 602244; in the data active = inhibition above about 34%, passing the limit was not always enough;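 also: antagonist mode with CXCL16 agonist at 10 nM final; 0% = 10 nM CXCL16 with DMSO and 100% = unstimulated wells without agonist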
# UBC13 polyUb – blocks human UBC13 polyubiquitin chain formation; P61088; TR-FRET; inhibition, % at 20 µM; actives 0.47% (n = 330,000); AID 485273; in the data active = inhibition above about 45%, passing the limit was not always enough
# Target sequence (P61088 whole entry, looked up): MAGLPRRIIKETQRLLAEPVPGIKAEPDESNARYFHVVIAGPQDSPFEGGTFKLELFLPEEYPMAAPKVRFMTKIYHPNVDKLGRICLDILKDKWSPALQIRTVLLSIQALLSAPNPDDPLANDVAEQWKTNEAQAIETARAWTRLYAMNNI
# Starred values were filed as active, the others as inactive; . = not tested or not shown.
SMILES,APJ antagonist,CCR6 antagonist,APJ agonist,EBI2 antag,Gli-Sufu block,ATG4B inhibitor,CXCR6 block,UBC13 polyUb
COc1cc(/C=C(/C#N)c2ccc(C)cc2)ccc1Oc1ccc([N+](=O)[O-])cn1,-3,12,-1,8,19,-3,3,-16
C[C@@]12CC[C@H]3OC(=O)C=C3C1CC[C@@]13CC(CCC12)[C@](CO)(O[C@H]1O[C@H](CO)[C@@H](O)[C@H](O)[C@H]1O)C3 (stereo partly drawn),-71,-12,1,-5,-1,-22,-2,-4
COc1ccc(Cl)cc1NC(=O)CNC(c1ccccc1)c1ccccc1,0,18,-1,18,13,-7,1,-4
O=C(NCCCN1CCCC1=O)C1CCN(S(=O)(=O)c2cccc(C(F)(F)F)c2)CC1,-7,-4,4,-14,2,2,6,39
CCO[C@@H]1OC(C(=O)NCc2nc3ccccc3[nH]2)=C[C@H](C2CC2)[C@H]1CCCO,23,1,8,-9,-12,-9,-6,2
CCn1c(NCCc2ccc(OC)c(OC)c2)nc2c1c(=O)n(C)c(=O)n2C,6,-1,4,-1,11,1,-11,4
COc1ccc(S(=O)(=O)N2CCC(C(=O)N3CCOCC3)CC2)cc1OC,-5,2,-5,-2,-9,-10,-2,-8
O=C(Cc1ccc(F)cc1)N1CCOCC1,-1,10,-1,-3,-18,2,-4,13
CCC(c1c(C)n(C)n(-c2ccccc2)c1=O)c1c(C)n(C)n(-c2ccccc2)c1=O,3,13,-4,-12,1,-7,-7,4
CCOc1ccc(OCC)c(NC(=O)C2C3C=CC(O3)C2C(=O)NCc2ccco2)c1 (stereo not drawn),22,9,-4,3,-4,-8,2,-12
O=S(=O)(c1ccc2ccccc2c1)N1CCN(S(=O)(=O)c2c(F)cccc2F)CC1,-1,-4,-1,19,-87,-10,2,2
O=S(=O)(N1CCOCC1)n1nnc2ccccc21,10,5,1,-12,-19,-5,3,-5
COc1ccc(Cl)cc1-n1c(C)cc(C=O)c1C,15,-15,-5,-9,-1,5,4,-9
Cc1ccc(NC(=O)CSc2nncc3ccccc23)cc1,13,12,0,-5,23,1,4,16
CON/C=C(\C=Nc1ccc(F)cc1)c1ncc(C(F)(F)F)cc1Cl,-11,5,1,16,3,-2,11,-19
COC(=O)c1c(C)oc(C)c1S(=O)(=O)NCc1ccc(OC)cc1,-1,-11,-5,5,-1,-8,11,-3
Cc1ccc(CN2CCC(CO)(CC3CCCCO3)CC2)o1 (stereo not drawn),9,10,-2,-9,-4,0,2,-8
COc1ccc(C(CNC(=O)c2cc(SC)ccc2Cl)N(C)C)cc1 (stereo not drawn),-25,21,-4,0,8,2,-12,10
COc1cc2c(cc1NC(=O)c1ccc(C)c([N+](=O)[O-])c1)oc1ccccc12,13,-1,1,0,3,40,-1,-13
Cc1ccc(C(=O)OC2CCCN(C)C2)cc1 (stereo not drawn),-6,3,2,6,9,-10,1,2
O=C(NC1CC1)C1CCN(S(=O)(=O)c2ccc(Cl)cc2)CC1,-9,9,-1,0,-9,2,-6,-7
CN(C)S(=O)(=O)N1CCN(C(=O)c2ccccc2Cl)CC1,-1,3,-2,-2,-1,-7,-2,2
Cc1ccc(Oc2ccc(Cl)cc2NC(=O)c2ccc(F)cc2F)cc1,21,17,-4,-14,-27,13,-6,-6
Cn1c(O)c(N=NC(=O)CNC(=O)c2ccccc2)c2ccccc21,-13,16,-1,8,-12,-3,-1,-9
C=CCC(=O)NC(C)c1cnn(-c2ccccc2C)c1C (stereo not drawn),-1,6,-1,-4,-17,4,11,-5
COc1ccc2oc(=O)c(C(=O)Nc3cccc(C(C)=O)c3)cc2c1,1,14,-4,-2,7,3,-9,-1
Cc1ccc(-n2c(SCC(N)=O)nc3c([nH]c4ccccc43)c2=O)cc1,23,14,-3,5,-2,-17,9,-3
CN(CC(=O)N1CCN(c2ccc(F)cc2)CC1)S(=O)(=O)c1ccc(F)cc1,-15,15,5,-8,2,-11,4,-10
COC(=O)c1ccc(Oc2c(C(F)(F)F)oc3c(CN4CCN(C)CC4)c(O)ccc3c2=O)cc1,-5,15,-2,5,14,3,2,-2
Cc1ccc2[nH]c3c(c2c1)CN(C(=O)CN1CCN(c2cccc(C)c2C)CC1)CC3,3,-12,1,15,7,18,-1,2
COc1ccc2nc(NC(=O)c3ccccc3F)sc2c1,-12,28,-2,-1,-105,14,-4,16
CC(C)OCCCNC(=O)Cn1ccc2cc(S(=O)(=O)N3CCCCCC3)ccc21,-8,20,0,5,38,9,-5,-2
CC(NC(=O)C1CCC1)c1ccc(Br)cc1 (stereo not drawn),10,-1,4,1,-8,3,1,-3
COc1ccc(CCNC(=O)CCS(=O)(=O)c2ccc3c(c2)oc(=O)n3C)cc1OC,19,-6,-2,-14,3,5,-6,6
Cc1ccc(OCCn2cccn2)c(C)c1,1,6,-2,5,-9,-9,-5,3
COc1ccc(S(=O)(=O)N2CCN(CC(=O)Nc3ccccc3Cl)CC2)cc1,-7,-18,-1,4,11,-5,-4,8
CN1CCc2c1nc1ccccc1c2N (tested in a mixture with another compound),-14,10,0,0,29,-1,2,-16
O=C(N/N=C/c1c[nH]c2ccccc12)c1cc(-c2cccc3ccccc23)n[nH]1,-21,-6,-1,7,-9,16,-5,-3
Cc1ccccc1Nc1ncccc1C(=O)N1CCOCC1,-4,0,-2,-6,9,0,-4,1
CC(=O)Nc1ccc(S(=O)(=O)NCCCN2CCOCC2)cc1,6,2,-2,-12,17,1,5,-5
C/C(=N\O)C(C)(C)Nc1ccc(F)cc1,-3,2,-1,-12,-6,0,-1,-7
CCNC(=O)NC(=O)COC(=O)CCc1nc(=O)c2ccccc2n1C,12,-16,-2,5,7,-7,9,1
CN(CCO)CC(O)Cn1cnc2c1c(=O)n(C)c(=O)n2C (stereo not drawn) (tested in a mixture with another compound),7,1,5,7,2,-3,8,-10
Cc1ccc(C)c(NC(=O)c2cc(=O)c3ccccc3o2)c1,-4,5,-2,-16,-1,-7,4,0
CCOC(=O)c1c(C)nc2c(c1C)c(=O)oc1ccccc12,16,0,2,-8,-24,5,-4,-1
COc1ccc(Cl)cc1C(=O)NNC(=O)CSc1nnc2ccccn12,-14,11,-2,-5,53,7,2,-15
CCn1c(SCCC(=O)Nc2ccccc2)nnc1-c1ccc(OC)cc1,4,7,0,3,5,-9,-2,-1
C[n+]1ccc(C(=O)NCCC[N+](C)(C)C)cc1/C=N/O,-3,-3,-2,0,-8,-1,6,-1
COc1ccc(NC(=O)C2CCC(N3C(=O)C4CCCCC4C3=O)CC2)cc1 (stereo not drawn),20,6,-2,-8,-24,-4,-4,-1
COc1ccc(OC)c(-n2nnnc2SCC(=O)Nc2ccccc2OC)c1,3,10,2,1,1,-3,1,1
Cc1ccc(N2CC(NC(=O)C3CC3)CC2=O)cc1 (stereo not drawn),14,-11,-2,-3,-7,2,-6,1
Cc1ccc(NC(=O)CC2SC(=O)N(c3ccccc3)C2=O)cc1 (stereo not drawn),15,22,-5,10,19,-4,13,12
Cc1ccc(S(=O)(=O)N2CCC(C(=O)N3CCC(C(=O)NCc4cccnc4)CC3)CC2)cc1,0,-7,5,-3,2,-6,-3,-6
O=C(CNC(=O)c1ccccc1F)NC1CC1,15,11,-1,-2,-1,-4,-9,-3
COc1cc(C(=O)N2CCN(C(=O)c3cc(-c4ccccc4)n[nH]3)CC2)cc(OC)c1OC,5,13,1,42,-4,-4,-1,-7
CC(C)[C@H](NC(=O)c1cccc(S(=O)(=O)N2CCOCC2)c1)C(=O)Nc1nccs1,-4,-3,-1,-3,6,-4,-1,6
Cc1ccc(-c2csc(Nc3ccccc3)[n+]2CCc2ccccc2)cc1,19,25,4,15,0,-4,-8,-11
Cc1cc(C(=O)Nc2cccnc2)cs1,-2,0,-2,-5,-3,-7,0,7
COc1ccccc1CCC(=O)OCC(=O)NCc1ccc(OC)c(OC)c1,9,-2,2,2,4,-6,3,9
CCOc1ccc(C(=O)Nc2cc(C)on2)cc1,2,-2,-5,-1,-81,-3,-5,9
# (further entries)
SMILES,APJ antagonist,CCR6 antagonist,APJ agonist,EBI2 antag,Gli-Sufu block,ATG4B inhibitor,CXCR6 block,UBC13 polyUb
Cc1nc(CS(=O)(=O)c2ccc(Cl)cc2)sc1C(=O)O,-6,4,1,-12,8,-6,-1,1
COc1ccc(C(=O)NCCCOc2cccnc2)cc1OC1CCN(C(C)=O)CC1,-50,-3,2,-3,7,-7,7,4
Cc1c(N2C(=O)/C(=C3\C(=O)N(CC(=O)O)c4ccccc43)SC2=S)c(=O)n(-c2ccccc2)n1C,-20,9,2,7,6,3,12,-31
O=C(N/C(=C/c1ccccc1Cl)C(=O)N1CCCCC1)c1ccco1,4,16,-5,-20,-5,5,6,-10
Cc1cc(NCCC(C)C)n2nc(C)c(-c3ccccc3)c2n1,13,23,-5,24,-4,8,2,7
O=C(NCc1cccs1)C(=O)c1cn(CC(=O)N2CCOCC2)c2ccccc12,-14,9,0,-7,13,-6,-3,4
Cc1[nH]c(=O)[nH]c(=O)c1S(=O)(=O)Nc1ccc(F)cc1Cl,-12,-9,0,-3,-12,5,3,5
c1cncc(CNc2ncnc3sc4c(c23)CCCC4)c1,-8,5,4,2,5,0,-10,9
CCSc1nnc(NC(=O)C2CCCCC2C(=O)OCC(F)(F)C(F)F)s1 (stereo not drawn),21,-10,-4,-4,-10,-2,3,-4
O=C(Cc1cccs1)Nc1nncs1,20,3,-1,3,-1,-4,-6,6
O=C(CN(C(=O)CSc1nc2ccccc2o1)c1ccccc1)NC1CCCCC1,12,11,-2,10,-1,-1,-4,4
O=C(COc1cccnc1[N+](=O)[O-])NCc1ccccc1,12,15,-1,-6,0,-5,3,-7
CC(=O)c1ccc(N2CCN(C(=O)C(=O)c3cn(CC(=O)N4CCCCCC4)c4ccccc34)CC2)cc1,-6,12,10,18,12,-2,-2,-14
CN(C)C(=O)C(OC(=O)c1ccc2c(c1)CCCC2)c1ccccc1 (stereo not drawn),13,7,-2,5,13,1,-12,3
Cc1ccc(N2C(=O)c3ccccc3C2(O)c2ccccc2)cc1 (stereo not drawn),.,0,.,8,4,-1,2,.
O=C(O)CC(CP(=O)(c1ccccc1)c1ccccc1)C(=O)O (stereo not drawn),6,-1,-3,-16,-2,-5,-3,-4
Cc1ccccc1-c1nc2ccccc2c(=O)n1C1CCS(=O)(=O)C1 (stereo not drawn),6,-13,-3,3,7,4,-8,4
CC1CN(S(=O)(=O)c2ccc(Cl)c(S(=O)(=O)N3CC(C)OC(C)C3)c2)CC(C)O1 (stereo not drawn),-2,8,-3,-6,9,-3,5,0
O=[N+]([O-])c1ccc(CSCc2ccc([N+](=O)[O-])cc2)cc1,.,24,.,-4,7,4,5,.
COc1ccc(OC)c(CC(=O)Nc2cc(S(=O)(=O)N3CCCCC3)ccc2C)c1,12,22,-4,12,5,-11,3,7

# Rows are unselected; 3% or so of the library scored in one or more.
